Akt phos inh: blocks phosphorylation of Akt; activity change, % for hits at 50 µM; Neuro2A IGF-stimulated pAkt S473 HTRF, 20 min; hits give low values; actives 0.32% (n = 360,000); in the data active = activity change below about -80%; inconclusive = mostly about -51% to -80%; note: % is set by controls: 0 for no effect and ±100 for the full control effect
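Single-point screen (50 µM final compound) in Neuro2A cells stimulated 20 min with 6 nM IGF at 37 deg C. After lysis, Ser473-phosphorylated Akt read by HTRF (ex 330 nm, em 615/665 nm) as the 665/615 ratio.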
TGFb inhibitor: TGF-b pathway inhibition; actives 1.2% (n = 410,000); Potency, µM (doses to about 46.1 µM), for the others: top-dose activity, negative = inhibition, most hits filed as inhibitors; HepG2 CAGA-GFP TGF-b/SMAD3 reporter, GFP fluorescence, 18 h; TGF-beta stimulated, 500 pg/mL final; note: potency is the fitted concentration of half-maximal effect; % is set by controls: 0 for no effect and ±100 for the full control effect; nearly all actives have a fitted effect of over 65% in size
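GFP signal (ex488/em500-530) from TGF-beta-stimulated HEPG2 CAGA-GFP cells, 500 pg/mL final, 18 h at 37 degrees C in DMEM plus 1% FBS, normalized to unstimulated and DMSO-stimulated controls.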
CCT modulator: changes cytosolic chaperonin activity; purified chaperonin ATPase assay, HTRF ADP detection, 30 min; activity change, % (concentration not given with the values), hits read low; actives 0.3% (n = 360,000); AID 651819; in the data active = activity change below about -30%; note: % is set by controls: 0 for no effect and ±100 for the full control effect
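TRiC (40 or 20 nM final, by batch activity) in 30 mM Tris pH 7.4, 100 mM KCl, 5 mM MgCl2, 1 mM DTT was treated with compound at 76 uM single dose, then 10 uM ATP, 30 min at 37 °C. ADP was read by HTRF Transcreener.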
A549 tox: A549 cytotoxicity, counter-screen for Nrf2 inhibitors; actives 0.16% (n = 390,000); AID 504648; Potency, µM (highest dose often 46 µM), for inactives: at the top dose activity change, negative = cytotoxicity, usual class: inhibitors; A549 ARE-Fluc cells, CellTiter-Fluor viability, 18-24 h; note: potency is the fitted concentration of half-maximal effect; % is set by controls: 0 for no effect and ±100 for the full control effect
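A549 ARE-Fluc cells in 5% FBS OPTI-MEM, 5000 cells/well, rested 2 h then exposed to compounds in concentration-response for 18-24 h at 37 °C. Viability by CellTiter-Fluor fluorescence (Ex 405/Em 525) after 30 min; luciferase luminescence (BugLite, 15 min, RT) read afterwards.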
EPAC2 agonist: agonists of human EPAC2 (RAPGEF4) | Q8WZA2 | actives 0.079% (n = 360,000) | Potency, µM (highest dose often 154 µM), for inactives: at the highest dose activation, hits mostly activators | AID 720711 | EPAC2 activation, biochemical qHTS; response scale: 100% = 6.5 mM cAMP response; note: potency is the fitted concentration of half-maximal effect; nearly all actives have a fitted effect of over 50% in size
Target sequence (Q8WZA2 whole entry, looked up): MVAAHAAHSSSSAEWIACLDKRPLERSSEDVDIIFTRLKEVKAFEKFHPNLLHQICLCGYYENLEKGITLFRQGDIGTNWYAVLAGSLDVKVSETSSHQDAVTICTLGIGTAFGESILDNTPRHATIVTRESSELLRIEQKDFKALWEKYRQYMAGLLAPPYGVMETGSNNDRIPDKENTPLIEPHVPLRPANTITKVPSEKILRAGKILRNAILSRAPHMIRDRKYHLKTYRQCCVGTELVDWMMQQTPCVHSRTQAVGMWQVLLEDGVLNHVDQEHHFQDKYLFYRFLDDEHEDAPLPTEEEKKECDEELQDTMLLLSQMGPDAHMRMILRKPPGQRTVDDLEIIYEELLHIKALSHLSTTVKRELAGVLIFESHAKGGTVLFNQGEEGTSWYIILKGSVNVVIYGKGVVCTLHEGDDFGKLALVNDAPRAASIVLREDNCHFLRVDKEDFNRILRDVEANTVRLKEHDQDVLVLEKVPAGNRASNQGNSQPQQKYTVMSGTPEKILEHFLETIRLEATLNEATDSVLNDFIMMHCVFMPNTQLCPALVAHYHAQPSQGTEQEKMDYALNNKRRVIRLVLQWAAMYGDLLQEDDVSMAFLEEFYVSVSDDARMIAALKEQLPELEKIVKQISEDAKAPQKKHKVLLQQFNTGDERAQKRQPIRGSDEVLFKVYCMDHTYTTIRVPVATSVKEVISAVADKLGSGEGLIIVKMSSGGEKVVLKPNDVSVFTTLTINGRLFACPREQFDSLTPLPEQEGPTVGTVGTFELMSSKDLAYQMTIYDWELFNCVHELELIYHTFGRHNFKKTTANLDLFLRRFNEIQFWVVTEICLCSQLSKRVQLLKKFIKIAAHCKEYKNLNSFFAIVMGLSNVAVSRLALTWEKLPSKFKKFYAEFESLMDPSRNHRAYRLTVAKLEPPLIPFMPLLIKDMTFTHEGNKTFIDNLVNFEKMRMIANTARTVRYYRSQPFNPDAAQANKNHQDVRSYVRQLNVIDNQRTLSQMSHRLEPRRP
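Compounds were titrated in qHTS against a Rap1B-BODIPY-GDP (250 nM) complex with EPAC2 (100 nM) and GDP (50 uM). BODIPY-GDP release tracked at 480/540 nm over 30 min at room temperature, normalized to 6.5 mM cAMP.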
Nrf2 inh: Nrf2 pathway inhibition | A549 ARE-Fluc reporter, luciferase luminescence, 18-24 h | actives 2.1% (n = 360,000) | Potency, µM (top dose mostly 46 µM), inactives show at the top dose activity change, negative = inhibition, actives largely listed as inhibitors; note: potency is the fitted concentration of half-maximal effect; % is set by controls: 0 for no effect and ±100 for the full control effect; nearly all actives have a fitted effect of over 60% in size
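Two sequential reads on A549 ARE_Fluc cells exposed to compound for 18-24 h: a CellTiter-Fluor fluorescence read for viability, then a luciferase luminescence read for Nrf2/ARE activity.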
Mm-Cpn inhibitor: blocks the Methanococcus maripaludis chaperonin Mm-Cpn. purified Mm-Cpn ATPase, ADP Transcreener TR-FRET. Potency, µM (highest dose often 76.9 µM), inactives show at the highest dose activity, negative = inhibition, usual class: inhibitors. actives 0.031% (n = 330,000); note: potency is the fitted concentration of half-maximal effect; % is set by controls: 0 for no effect and ±100 for the full control effect; nearly all actives have a fitted effect of over 80% in size
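Eu-cryptate anti-ADP/ADP-d2 competition gives a ratio inversely related to ADP. Enzyme at 25 nM was pre-exposed to compound for 10 min, then given 10 uM ATP for 30 min, 37°C throughout.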
EPAC2 antagonist: EPAC2 (human) antagonism. Q8WZA2. EPAC2 GEF exchange of Rap1B-BODIPY-GDP, fluorescence. Potency, µM (highest dose often 114 µM), without a hit: at the top dose activity, negative = inhibition, usual class: inhibitors. actives 0.18% (n = 360,000). AID 720708; note: potency is the fitted concentration of half-maximal effect; % is set by controls: 0 for no effect and ±100 for the full control effect; nearly all actives have a fitted effect of over 45% in size; many of its hits are not listed in these tables
Nrf2 activator: activates Nrf2 signaling | AID 624171 | AREc32 ARE-luciferase reporter (MCF7-derived line), luminescence, 24 h | actives 0.31% (n = 410,000) | Potency, µM (series often up to 46.1 µM), inactives show top-dose activation, most hits filed as activators; note: potency is the fitted concentration of half-maximal effect; % of control where 0% means no effect; nearly all actives have a fitted effect of over 65% in size
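AREc32_Fluc, 1000 cells/well, OPTI-MEM + 5% FBS, o/n 37 deg C 5% CO2; 23 nL cpd by pin tool, 24 hr; Steady-Glo 30 min RT, luminescence.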
Starred values were filed as active, the others as inactive; i = inactive; ? = inconclusive; / = no result given; & = joins results of further samples; [ ] = dose if it differs, or a comment. Unless noted, calls come from the whole dose curve; as a rule, active = well fitted curve in the direction sought with a large enough effect; inconclusive = small, poorly fitted or top-dose-only effect, or another doubt; inactive = no such curve, though single readings can be large; an effect the other way counts as inactive or inconclusive. Only part of the results is shown; count on the stated rates, not on these rows.

item	mol	Akt phos inh	TGFb inhibitor	CCT modulator	A549 tox	EPAC2 agonist	Nrf2 inh	Mm-Cpn inhibitor	EPAC2 antagonist	Nrf2 activator
1	CN(C)c1nc(C(F)(F)F)cc(=O)[nH]1	i	3%	0.8	-3%	8%	26%	2%	3%	-0.3%
2	Cc1ccc(C2(CC(=O)O)CCOC(C)(C)C2)cc1 (stereo not given)	i	0%	-2.0	-11%	-1%	-11%	2%	8%	0.0%
3	CCOc1cc(C(=O)Nc2ccc(S(=O)(=O)Nc3cc(OC)nc(OC)n3)cc2)cc(OCC)c1OCC	/	12%	/	-1%	/	?	/	/	11%
4	C=CC[C@@H](Cc1ccc(F)cc1)C(=O)OC[C@@H]1CCCN1C(=O)[C@H](CC=C)CC(=O)N[C@H](CO)Cc1ccccc1	i	?	-1.2	?	3%	?	-5%	-9%	-3.0%
5	Fc1ccc(NCc2nnc(SCc3nnc(-c4ccccc4)o3)n2Cc2ccccc2)cc1	i	-21%	-2.5	-18%	11%	?	3%	-7%	-0.6%
6	Cc1cc(C)c(S(=O)(=O)c2ccccc2)c(OC(=O)c2cc(F)c(F)cc2Cl)n1	i	0%	0.1	-12%	-9%	-7%	-5%	-10%	-0.6%
7	COc1ccc(S(=O)(=O)N(CC(=O)Nc2ccc(S(=O)(=O)N3CCOCC3)cc2)c2ccccc2)cc1	i	-16%	-1.5	22%	11%	-15%	0%	-5%	9.7%
8	CCCC[C@@H]1CCCO[C@@](C(=O)NCc2cc(C)n(C)n2)(C(F)(F)F)C1	i	?	0.5	-9%&-1%	0%	5%&-7%	/	2%	-1.5%
9	CC(C)C[C@H](NC(=O)c1cc2cc(Cl)ccc2n1C)C(=O)N1CCC[C@H]1C(=O)O	i	-13%	-3.9	5%	-7%	4%	-2%	10%	1.1%
10	O=C(c1ccccc1)c1nc2ccccc2n(CCCn2c(=O)c(C(=O)c3ccccc3)nc3ccccc32)c1=O	i	1%	-0.5	3%	0%	-14%	-2%	-9%	0.0%
11	Cn1c(SCC(=O)NC2CC2)nnc1-c1ccccc1	i	0%	-0.3	-3%	-2%	17%	-2%	-2%	-0.8%
12	COc1ccc(S(=O)(=O)N[C@H](C(=O)N2CC[C@@]3(O)CCCC[C@H]3C2)c2ccccc2)cc1	i	12%	-0.5	0%	3%	/	0%	7%	0.2%
13	COc1ccc(-c2c(C)nn3c(N4CCN(Cc5ccccc5)CC4)cc(C)nc23)cc1OC	i	?	0.8	-3%	10%	4%	-1%	-11%	0.4%
14	CC(C)=CCOc1ccc([C@@H]2COc3c(ccc4c3C=CC(C)(C)O4)C2)c(O)c1	i	13µM*	1.2	-14%	4%	?	/	-15%	-1.6%
15	CCCCn1c(N)c(N(CC(C)C)C(=O)c2ccc([N+](=O)[O-])o2)c(=O)[nH]c1=O	i	-4%	-1.4	-6%	3%	26%	1%	0%	0.2%
16	COc1ccc(NC(=O)CCc2c(C)nn(-c3ccc(N4CCCCC4)nn3)c2C)cc1Cl	/	?	/	-17%	/	?	/	/	9.4%
17	Cc1ccnc(NS(=O)(=O)c2ccc(NC(=O)c3oc4ccc(F)cc4c3C)cc2)n1	i	-11%	-0.9	-4%	2%	-12%	1%	1%	0.2%
18	Cc1cc(NC(=O)CSc2nc3c([nH]c4ccccc43)c(=O)n2-c2cccc(C(F)(F)F)c2)no1	i	4%	-0.2	?	-14%	-28%	-1%	7%	7.5%
19	O=C(Cn1c(C(F)(F)F)nc2ccccc21)NCCN1CCCC1	i	1%	2.0	-6%[1.84 µM]	2%	6%	0%	10%	-0.1%
20	O=S(=O)(c1cccc2nsnc12)N1CCN(C/C=C\c2ccccc2)CC1	i	-2%	1.1	4%	12%	-25%	0%	5%	-0.9%
21	O=C(CNCc1ccccc1)Nc1cccc(Cl)c1Cl	i	0%	-0.5	13%	6%	8%	0%	?	-2.2%
22	Cc1ccc(S(=O)(=O)N(C)c2ccc(OC(=O)c3cccs3)cc2)cc1	i	-25%	-3.7	0%	15%	-3%	0%	5%	-0.5%
23	Cc1cc(C)c(NC(=O)CCCN2CCCC2)c(C)c1	i	-5%	0.7	2%	11%	?	-2%	0%	-0.2%
24	CC(C)CC(c1nnnn1C1CCCCC1)N1CCN(c2ncccn2)CC1 (stereo not given)	i	13%	-1.3	-2%	2%	4%	0%	-1%	0.6%
25	O=[N+]([O-])c1ccc(N2CCCCC2)nc1N1CCCCC1	i	-4%	0.5	?	10%	-1%	-3%	?	0.0%
26	CCC(Sc1nc2ncccc2[nH]1)C(=O)NCCc1ccccc1 (stereo not given)	i	-18%	-1.3	12%	12%	20%	0%	0%	1.8%
27	Cc1onc(C(=O)N2CCC(Cc3ccccc3)CC2)c1[N+](=O)[O-]	i	?	1.6	1%	0%	-9%	0%	1%	17%
28	COc1ccc(Cc2c(C(C)(C)C)nc3c(C)cc(Br)cn23)c(C)c1	i	-14%	-2.1	/	7%	/	/	6%	0.1%
29	Cc1ccc(C(=O)N/C(=C\c2ccco2)C(=O)NCCCn2ccnc2)cc1C	i	-2%	-0.7	4%	5%	7%	1%	-2%	-0.4%
30	CN(C)c1ccc(CNC(=O)c2cccn2-c2nnc(N3CCCCC3)s2)cc1	/	-23%	/	-7%	/	-27%	/	/	0.0%

Entries by screen from the entries so far:
Entries 16 to 25 in A549 tox: -17%, -4%, ?, -6%[1.84 µM], 4%, 13%, 0%, 2%, -2%, ?

Additional compounds follow.
item	mol	Akt phos inh	TGFb inhibitor	CCT modulator	A549 tox	EPAC2 agonist	Nrf2 inh	Mm-Cpn inhibitor	EPAC2 antagonist	Nrf2 activator
31	CCOc1ncccc1C(=O)OCC(=O)Nc1ccc(C(C)C)cc1	i	1%	-0.6	5%	14%	-1%	2%	?	0.0%
32	C[C@@H]1[C@H](c2ccccc2)Oc2ccc(Cl)cc2S(=O)(=O)N1CC1CCCN1C(=O)OC(C)(C)C (stereo not given in full)	i	-8%	-1.4	1%	4%	-13%	/	7%	0.6%
33	Cc1ccc(CC(=O)N(C)CC(=O)Nc2ccc(N3CCOCC3)cc2)cc1C	i	12%	0.0	-2%	3%	-26%	0%	-1%	-0.3%
34	CC(=O)Nc1nonc1-c1nc2ccccc2n1Cc1ccccc1Br	/	45%[activator]	/	-11%	/	?	/	/	0.5%
35	Cc1ccc(-c2nc3c(Cl)cc(C(F)(F)F)cn3c2Cc2cccc(F)c2)cc1	i	-19%	-2.6	/	2%	/	/	-2%	0.6%
36	Oc1ccccc1C1=Nc2ccccc2N=C(c2cccs2)C1	i	-3%	-9.6	-21%	9%	?	-8%	9%	-0.1%
37	CCOc1nc(Nc2ccc(OC)cc2)nc(N2CCOCC2)n1	i	1%	-4.8	5%	17%	-3%	-2%	6%	-0.2%
38	C=CCOc1ccc(C2NC(=S)NC3=C2CCc2ccccc23)cc1 (stereo not given)	i	-20%	-0.9	-3%	9%	-6%	-13%	-7%	3.8%
39	COC(=O)C(Nc1ccccc1Cl)(c1cc(C)c(O)c(C)c1)C(F)(F)F (stereo not given)	i	10µM*	0.1	-13%	-11%	?	-1%	7%[57.1 µM]	4.6%
40	NNC(=O)c1cccc(Cn2cc(Br)c([N+](=O)[O-])n2)c1	i	0%	-0.3	0%	5%	-3%	-7%	6%	0.5%
41	FC(F)(F)c1cccc(-n2cccc2/C=N/n2cnnc2)c1	i	0%	-1.8	-3%	0%	-4%	-3%	4%	0.0%
42	CCOc1ccc(NC(=O)C(=O)NCCc2ccccc2)cc1	/	0%	/	1%	/	6%	/	/	-1.3%
43	CCn1cc(C=C2C(=O)c3ccccc3C2=O)c2ccccc21	i	-3%	1.0	-1%	12%	23%	0%	5%	?
44	CC(C)C(=O)OCC(=O)Nc1ccc2c(c1)CCC2	i	-9%	-1.7	-9%	-2%	-6%	0%	3%	0.2%
45	Cc1cccc(OCC(=O)Nc2cccc(O)c2)c1	i	16%	-2.6	/	10%	?	-12%	-1%	6.6%
46	COCCN1Cc2cccc(C(=O)Nc3cc(OC)ccc3OC)c2C1=O	i	-9%	-3.4	-2%	-1%	-5%	-1%	6%	-0.5%
47	Cc1ncc(CN2CCN(C(C)C)C(CCO)C2)s1 (stereo not given)	i	2%	2.0	13%	6%	?	0%	-4%	0.4%
48	CCN1CCN(C(=O)c2cc(S(=O)(=O)Nc3ccc(S(C)(=O)=O)cc3)ccc2Cl)CC1	i	-19%	2.7	0%	2%	16%	2%	7%	0.0%
49	C/C(CCc1ccccc1)=N\NC(=O)c1ccccc1	i	6%	-0.5	0%	5%	?	0%	-2%	4.4%
50	CCc1ccc(-n2c(=O)c3cccnc3n2CC(=O)Nc2ccccc2C(F)(F)F)cc1	/	?	/	-11%	/	?	/	/	3.5%
51	O=C(NC1(C(=O)NC2CCCC2)CCCCC1)c1ccc2c(c1)OCO2	i	1%	-0.3	-11%	9%	-1%	0%	4%	-0.9%
52	CCOC(=O)C(C)Oc1cccc2c(=O)n(CC(=O)N3CCc4ccccc43)ccc12 (stereo not given)	i	?	-0.3	3%	-1%	4%	1%	-5%	2.2%
53	COc1cccc(CN2C[C@]34C=C[C@@H](C[C@@H]3S2(=O)=O)O4)c1	i	-20%	-2.8	-4%	10%	-1%	1%	8%	-0.3%
54	COc1ccc(-c2ccc(C#N)c(OC(=O)c3c(Cl)cccc3Cl)n2)cc1	i	7%	1.0	-19%	11%	?	/	-2%	9.9%
55	O=C(O)c1ccccc1C(=O)OC1CC2CCC1C2 (stereo not given)	i	6%	-0.1	/	4%	/	/	-7%	-1.0%

High-throughput results as filed in PubChem.
